KDM5B inhibitor – KDM5B demethylase inhibition. Q9UGL1. KDM5B demethylase, FDH-coupled NADH fluorescence (FDH is formaldehyde dehydrogenase). Potency, µM (top dose mostly 57.7 µM), for inactives: at the highest dose activity change, negative = inhibition, actives largely listed as inhibitors. 220,000 tested, 2.6% active; active = well fitted inhibition curve with a large enough effect; inconclusive = small, poorly fitted or top-dose-only effect; inactive = no such curve, though single readings can be large or run the other way; note: 0% is about no effect; nearly all actives have a fitted effect of over 70% in size
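Compound dilutions met 200 nM (final) KDM5BΔAP for 10 min at room temperature before substrate addition. The substrate mix held 12.5 µM H3K4me3 with cofactors 25 µM α-ketoglutarate and 50 µM Fe²⁺. NADH signal gain over 30 min defined activity.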
An asterisk follows results filed as active; ? = inconclusive; & = joins results of further samples; [ ] = another dose, or the depositor's remark. Potency is the fitted concentration of half-maximal effect.

SMILES	KDM5B inhibitor
Cn1cc(CNCC2(CO)C[C@@H](O)[C@@H](O)C2)c2ccccc21 (some centres not stated)	16%&-32%[86.2 µM]
Cc1ccc(C(=O)NC[C@H]2C[C@@H]3CCN2C[C@@H]3c2cc(-c3cccs3)nc(C)n2)cc1	35µM*
O=C(c1ccc(F)cc1)N1C[C@@H]2C[C@H](C1)c1ccc(-c3cncnc3)c(=O)n1C2	40µM*
O=CC(Br)P(=O)(N1CCOCC1)N1CCOCC1 (configuration not stated)	?
CCN(CC)C(=O)c1ccc(N2C(=O)CCS2(=O)=O)cc1Cl	-14%
c1cncc(C2=NOC3(CCN(C4COC4)CC3)C2)c1	4%[149 µM]
CC1CCC(c2nnnn2-c2ccccc2)(N2CCOCC2)CC1 (configuration not stated)	6%
NC[C@@H]1CCCN2CCCC[C@H]12	-1%
COCC1CN(Cc2cccnc2)CC12CCNCC2 (configuration not stated)	?
COc1ccc(S(=O)(=O)N2C[C@@H]3C[C@H](C2)c2ccc(-c4ccccc4C)c(=O)n2C3)cc1	?
Cn1cc(C(=O)OCC(=O)NC2CCCCCCC2)c2ccccc21	5%
Cc1cc2ccccc2n1CC(=O)NCC1(CC(=O)O)CCCCC1	6%
C=CCOc1ccc(CNCCc2ccc(OC)cc2)cc1	13%
CC[C@H]1CN2CC[C@H]1C[C@@H]2CNC(=O)COc1ccccc1	-18%[86.2 µM]
O=C(Nc1nc2ccccc2s1)C12CC3CC(CC(C3)C1)C2	12%
CC(C)(O)c1cn(C[C@H]2C[C@@H]3CCN2C[C@@H]3C(=O)Nc2ccccc2)nn1	9%[86.2 µM]
Cc1ccccc1-c1ccc2n(c1=O)C[C@H]1C[C@@H]2CN(C(=O)CCC(=O)O)C1	?
C=CCN1CCN(C(=O)Cc2ccccc2)CC1	23%
Cn1c(O)c(C=Nc2cccc(C(F)(F)F)c2)c(=O)n(C)c1=O	0%
C=C[C@H]1CN2CC[C@H]1C[C@@H]2CNC(=O)CSCC(=O)O	-18%[86.2 µM]
O=C(Nc1ccc(=O)n2c1[C@@H]1C[C@@H](CN(S(=O)(=O)c3ccccc3)C1)C2)c1ccccc1	285%[activator]
Cc1nc(-c2ccccc2)cc([C@H]2CN3CC[C@H]2C[C@@H]3CNC(=O)C2CCC2)n1	?
CC[C@H]1CN2CC[C@H]1C[C@@H]2CNS(=O)(=O)c1ccc2ccccc2c1	17%[86.2 µM]
N#Cc1cccc(NC(=O)Nc2ccc3n(c2=O)C[C@H]2C[C@@H]3CN(C3CCOCC3)C2)c1	?
Cc1ccc(S(=O)(=O)N2CCCC2c2cccnc2)cc1 (configuration not stated)	16%

New compounds follow
SMILES	KDM5B inhibitor
CCc1nc(SC)ncc1C(=O)Nc1ccc(Cl)cc1C(=O)c1ccccc1	-11%
CC(C)c1ccc(NC(=O)OC[C@H]2C[C@@H]3CCN2C[C@@H]3c2cc(C3CCCCC3)nn2C)cc1	-42%
O=c1ccc(-c2ccccc2F)c2n1C[C@H]1C[C@@H]2CN(S(=O)(=O)c2ccccc2)C1	6%[86.2 µM]
CC(C(N)=O)N1CC=C(c2c[nH]c3ccccc23)CC1 (configuration not stated)	?
C#C[C@H]1CN2CC[C@H]1C[C@@H]2CNS(=O)(=O)c1ccccc1	-22%[86.2 µM]
Cc1ccc(C2SCC(=O)Nc3n[nH]c(C)c32)cc1 (configuration not stated)	?
Nc1cccc(-c2cn(C[C@H]3CC4CCN3C[C@@H]4C(=O)NC3CCCCC3)nn2)c1 (some centres not stated)	-11%[86.2 µM]
CC1CCN(CC(=O)Nc2ccc(C#N)c(Cl)c2)CC1	-18%
COc1cc2c(cc1CCc1ccccc1)N(C(=O)c1c[nH]c3ccccc13)CC21CCN(C(C)=O)CC1	?
COc1ccc(C(O)P(=O)(OC(C)C)OC(C)C)cc1 (configuration not stated)	5%
COc1ccc(CNC(C)Cc2ccccc2)cc1 (configuration not stated)	22%
CCCC1=Nc2cc(C(=O)NCCCN(CC)CC)ccc2Sc2ccccc21	?
CCOc1cc2c(cc1OCC)-n1cccc1C(c1cccc([N+](=O)[O-])c1)NC2 (configuration not stated)	-2%
CCN1CCN(c2nc3c(c(=O)[nH]2)CCCC3)CC1	-19%
Cn1c(O)c(C=NC2CCN(Cc3ccccc3)CC2)c(=O)[nH]c1=O	-18%
Cn1nc(C(=O)N[C@@H]2COCC[C@@H]2OCc2cscn2)c2ccccc21	?
NC(=O)CN1C(=O)CO[C@H]2CN(C3CCC3)C[C@H]21	-19%[115 µM]
O=C(Cc1ccc(F)cc1F)N1CCN(Cc2ccccc2)CC(O)C1 (configuration not stated)	?
Cc1cccc(C(=O)N2CCC3(CC2)c2nccn2-c2ccccc2CN3C)c1	-17%
CCOc1ccc2nc(NC(=O)c3cccn(Cc4ccccc4C)c3=O)sc2c1	-8%
CC1c2cccn2-c2ccccc2CN1C(=O)Nc1ccc(Br)cc1 (configuration not stated)	-1%
CC1CCCC(=O)CCCCCc2cc(O)cc(O)c2C(=O)O1 (configuration not stated)	7%
CCCN1C(=O)NC(=O)C2(Cc3c(ccc4ccccc34)N(C)C2)C1=O (configuration not stated)	17%
O=C1CO[C@H]2CN(Cc3ccccn3)C[C@H]2N1	-26%[115 µM]
Cc1nnc(C(C)N2CCN(C(=O)Cc3ccccc3C)CC2)o1 (configuration not stated)	-1%

Carrying on.
SMILES	KDM5B inhibitor
N#Cc1cccc(-c2ccc(=O)n3c2[C@@H]2C[C@@H](CN(C(=O)Nc4ccccc4)C2)C3)c1	?
O=C(c1ccccc1F)N1CCC2(CC1)OCCO2	22%
C=CCN(C)C(=O)[C@H]1CN2CCC1C[C@@H]2Cn1cc(-c2ccccc2)nn1 (some centres not stated)	3%[86.2 µM]
Cc1nc(-c2ccco2)cc([C@H]2CN3CC[C@H]2C[C@@H]3CNC(=O)C2CCCCC2)n1	32µM*
CN1C(=O)C(c2ccccc2)C(=O)N(C)C1=O	-19%
COC(=O)c1ccc(NC(=O)N2[C@H]3CC[C@@H]2c2cnc(-c4ccc(F)cc4)nc2C3)cc1	8%
Cc1cccc(CN2CC=C(c3noc(CCC(=O)Nc4ccc(C)c(F)c4)n3)CC2)c1	-28%
COc1ccccc1CCC(=O)N1CCC2(CC1)NCc1ccccc1-n1ccnc12	22%
COc1ccc(CNC(=O)N2[C@H]3CC[C@@H]2c2cncnc2C3)cc1	-10%
CC1=NOC2(CCCN(Cc3ccccn3)C2)C1 (configuration not stated)	?
C=CC1CN2CCC1CC2C(OC(C)=O)c1ccnc2ccc(OC)cc12 (configuration not stated)	?
CC(OC(=O)c1cn(C)c2ccccc12)C(=O)Nc1ccc(C(N)=O)cc1 (configuration not stated)	16%
COc1ccc(C2=NCC(=O)N(CC(=O)Nc3ccc(F)cc3)c3sc4c(c32)CCCC4)cc1	-4%
Nc1c(C(=O)Nc2ccc(Cl)cc2)sc2nc3c(cc12)N1CCC3CC1	?
N#CC(c1cccnc1)N1CCOCC1 (configuration not stated)	-5%
CCn1cc(C(=O)Cn2cnc3ccccc32)c2ccccc21	14%
Cc1nn(-c2ncnc3nc[nH]c23)c2c1C(c1ccc(C(C)C)cc1)SCC(=O)N2 (configuration not stated)	-12%
O=C1NC2NC(=O)N([N+](=O)[O-])C2N1 (configuration not stated)	2%
Cc1ncc2c(n1)C[C@@H]1CC[C@H]2N1C(=O)CCC1CCCC1	1%
C#CCCN1CCN(C(=O)Cc2nn(C)c(=O)c3ccccc23)CC1	9%
COc1ccc(C(=O)NC[C@H]2C[C@@H]3CCN2C[C@@H]3c2cc(-c3ccc(F)cc3)nn2C)cc1	10%
CC(C)NC(=O)[C@H]1CN2CCC1C[C@@H]2Cn1cc(C2(O)CCCCC2)nn1 (some centres not stated)	-14%[86.2 µM]
O=[S+]1([O-])NC2(CCN(Cc3ccoc3)C2)COc2ccncc21 (configuration not stated)	-14%[115 µM]
CC1(C)C(C(=O)N2C[C@@H](C(=O)O)C[C@@H](C(=O)NCc3ccncc3)C2)C1(C)C	-20%
FC(F)(F)c1cccc(C2NCc3ccccc3-n3cccc32)c1 (configuration not stated)	-6%

New compounds follow.
SMILES	KDM5B inhibitor
Cc1ccc2[nH]c(C)c(CCN)c2c1	15%
C=CCn1c(O)c(C(CC)=NCCc2c[nH]c3ccccc23)c(=O)[nH]c1=O	-5%
c1ccc2c(CCNCC3CCCCC3)c[nH]c2c1	23%
COc1ccc2c(c1)C1(CCN(S(=O)(=O)c3ccc4c(c3)CC(=O)N4C)C1)C(=O)N2C (configuration not stated)	?
CNc1ccc(OC2CCNCC2)nc1	28µM*
CC[C@H]1CN2CC[C@H]1C[C@@H]2COC(=O)Nc1ccc(C(C)(C)C)cc1	28µM*
COc1cccc(-n2c(/C=C/c3cccc(C)c3)nc3ccccc3c2=O)c1	-6%
Cn1nc(-c2ccc3ccccc3c2)cc1[C@H]1CN2CC[C@H]1C[C@@H]2CNS(=O)(=O)c1cccs1	-3%
Cc1ccc(OCC(=O)Nc2ccc(Cl)cc2C(=O)c2ccccc2)cc1	-12%
C[n+]1c(-c2ccccc2)cc(-c2ccc(O)cc2)cc1-c1ccccc1	?
COc1ccc(CC(=O)Nc2ccc(N3CCC(NC(C)Cc4cccnc4)CC3)cc2)cc1 (configuration not stated)	-1%
C[N+](C)(N)CCOC(=O)C(O)(c1ccccc1)C1CCCCC1 (configuration not stated)	27%
Cn1cc(C(=O)OCC(=O)N2CCCCC2)c2ccccc21	16%
CN(CCc1ccccn1)C[C@H]1CN2CC[C@H]1C[C@@H]2CNS(=O)(=O)c1ccc(Cl)cc1	5%
Cc1ncc2c(n1)C[C@@H]1CC[C@H]2N1C(=O)c1cnccn1	-43%
CCC1c2cccn2-c2ccccc2CN1C(=O)Nc1ccc(F)cc1 (configuration not stated)	-5%
CC(C)CN1C2CCC1CN(C(=O)c1ccncc1)C2	26%[149 µM]
O=C(NC(NC(c1ccccc1)C(Cl)Cl)C(Cl)(Cl)Cl)c1ccccc1 (configuration not stated)	21%
c1cc(-c2nnc(C3CNCC34CCOCC4)o2)ccn1 (configuration not stated)	3%
COc1cc2c(cc1Oc1cccc(N(C)C)c1)NC(=O)C21CCN(C(C)=O)CC1	-12%[86.2 µM]
CC(C)CN[C@H]1[C@H](O)[C@H](O)C[C@@H]1c1ccccc1	-3%[115 µM]
COCCC(=O)N1C[C@@H]2C[C@H](C1)c1ccc(-c3cccc(C(F)(F)F)c3)c(=O)n1C2	40µM*
COc1ccccc1N1CCN(C[C@H]2CN3CC[C@H]2C[C@@H]3CNC(=O)Nc2cccc(C#N)c2)CC1	1%
COc1ccccc1CNC(=O)[C@H]1CN2CCC1C[C@@H]2Cn1cc(CN(C)C)nn1 (some centres not stated)	-19%[86.2 µM]
COc1cc(-c2c(C#N)c(N)nc3c2c(=O)nc2sccn23)ccc1OCc1cccc(C)c1	-27%

Going on with the list.
SMILES	KDM5B inhibitor
CC(=O)NCCNC(=O)[C@H]1CN2CCC1C[C@@H]2Cn1cc(CSc2ccccc2)nn1 (some centres not stated)	-1%
Cc1nc(-c2ccc(N(C)C)cc2)cc([C@H]2CN3CC[C@H]2C[C@@H]3CNC(=O)C2CC2)n1	?
Cc1ccc2[nH]cc(CCN)c2c1	-23%
CCCc1nc(SC)ncc1C(=O)Nc1ccc(Cl)cc1C(=O)c1ccccc1	-14%
COc1cc2c(cc1OCc1ccccc1)NC(=O)C21CCN(C(=O)c2ccccc2)CC1	-11%
CCCc1nc(C(=O)N2C[C@@H](c3ccc(F)cc3)[C@@H]3[C@H]2C2CCN3CC2)cs1	17%
COc1ccc(CNC[C@H]2C[C@@H]3CCN2C[C@@H]3c2cc(-c3ccc4ccccc4c3)nn2C)cc1	0%
COc1ccc(CCNCc2ccccc2F)cc1	?

In the list so far, 14 have fluorine.
SMILES	KDM5B inhibitor
O=C(c1ccc(F)cc1)N1C[C@@H]2C[C@H](C1)c1ccc(-c3cncnc3)c(=O)n1C2	40µM*
Cn1c(O)c(C=Nc2cccc(C(F)(F)F)c2)c(=O)n(C)c1=O	0%
O=c1ccc(-c2ccccc2F)c2n1C[C@H]1C[C@@H]2CN(S(=O)(=O)c2ccccc2)C1	6%[86.2 µM]
O=C(Cc1ccc(F)cc1F)N1CCN(Cc2ccccc2)CC(O)C1 (configuration not stated)	?
O=C(c1ccccc1F)N1CCC2(CC1)OCCO2	22%
COC(=O)c1ccc(NC(=O)N2[C@H]3CC[C@@H]2c2cnc(-c4ccc(F)cc4)nc2C3)cc1	8%
Cc1cccc(CN2CC=C(c3noc(CCC(=O)Nc4ccc(C)c(F)c4)n3)CC2)c1	-28%
COc1ccc(C2=NCC(=O)N(CC(=O)Nc3ccc(F)cc3)c3sc4c(c32)CCCC4)cc1	-4%
COc1ccc(C(=O)NC[C@H]2C[C@@H]3CCN2C[C@@H]3c2cc(-c3ccc(F)cc3)nn2C)cc1	10%
FC(F)(F)c1cccc(C2NCc3ccccc3-n3cccc32)c1 (configuration not stated)	-6%
CCC1c2cccn2-c2ccccc2CN1C(=O)Nc1ccc(F)cc1 (configuration not stated)	-5%
COCCC(=O)N1C[C@@H]2C[C@H](C1)c1ccc(-c3cccc(C(F)(F)F)c3)c(=O)n1C2	40µM*
CCCc1nc(C(=O)N2C[C@@H](c3ccc(F)cc3)[C@@H]3[C@H]2C2CCN3CC2)cs1	17%
COc1ccc(CCNCc2ccccc2F)cc1	?

Another view of three compounds above:
molecule,KDM5B inhibitor
CC(=O)NCCNC(=O)[C@H]1CN2CCC1C[C@@H]2Cn1cc(CSc2ccccc2)nn1 (some centres not stated),-1%
Cc1nc(-c2ccc(N(C)C)cc2)cc([C@H]2CN3CC[C@H]2C[C@@H]3CNC(=O)C2CC2)n1,?
Cc1ccc2[nH]cc(CCN)c2c1,-23%

High-throughput results: PubChem, National Center for Advancing Translational Sciences (NCATS)

The list is partial; count on the stated rates, not on these rows.
